Screening data deposited in PubChem BioAssay by several laboratories.
BoNT-F LC inh = BoNT F light chain protease inhibition; Multiplex microsphere protease cleavage assay, flow cytometry; AID 588497; inhibition, % at 10 µM; 360,000 compounds, 0.22% hits; in the data active = inhibition above about 35%, passing the limit was not always enough; inconclusive = no clear call, values can overlap the other calls; note: plate controls were buffer without enzyme for full effect and enzyme alone for no effect
Mtb UGM inh = inhibitors of M. tuberculosis UDP-galactopyranose mutase; purified UGM, fluorescence polarization probe displacement; P9WIQ1; inhibition, % at 10 µM; 320,000 compounds, 0.06% hits; in the data active = inhibition above about 10%, passing the limit was not always enough; inconclusive = no clear call, values can overlap the other calls
GDH-TPI inh = inhibits GDH-TPI coupling enzymes, artifact for Mtb FBA screen. inhibition, % at 4.8 µM. GDH-TPI coupled enzyme counterscreen, NADH absorbance. 360,000 compounds, 1.2% hits; in the data active = inhibition above about 30%;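 note: 0% = DMSO wells and 100% = wells lacking the enzyme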
Anthrax LF inh2 = anthrax lethal factor protease inhibition | P15917 | multiplex microsphere protease cleavage assay, LF | inhibition, % at 10 µM | 360,000 compounds, 0.12% hits; note: plate controls were buffer without enzyme for full effect and enzyme alone for no effect
Target sequence (P15917 whole entry, looked up): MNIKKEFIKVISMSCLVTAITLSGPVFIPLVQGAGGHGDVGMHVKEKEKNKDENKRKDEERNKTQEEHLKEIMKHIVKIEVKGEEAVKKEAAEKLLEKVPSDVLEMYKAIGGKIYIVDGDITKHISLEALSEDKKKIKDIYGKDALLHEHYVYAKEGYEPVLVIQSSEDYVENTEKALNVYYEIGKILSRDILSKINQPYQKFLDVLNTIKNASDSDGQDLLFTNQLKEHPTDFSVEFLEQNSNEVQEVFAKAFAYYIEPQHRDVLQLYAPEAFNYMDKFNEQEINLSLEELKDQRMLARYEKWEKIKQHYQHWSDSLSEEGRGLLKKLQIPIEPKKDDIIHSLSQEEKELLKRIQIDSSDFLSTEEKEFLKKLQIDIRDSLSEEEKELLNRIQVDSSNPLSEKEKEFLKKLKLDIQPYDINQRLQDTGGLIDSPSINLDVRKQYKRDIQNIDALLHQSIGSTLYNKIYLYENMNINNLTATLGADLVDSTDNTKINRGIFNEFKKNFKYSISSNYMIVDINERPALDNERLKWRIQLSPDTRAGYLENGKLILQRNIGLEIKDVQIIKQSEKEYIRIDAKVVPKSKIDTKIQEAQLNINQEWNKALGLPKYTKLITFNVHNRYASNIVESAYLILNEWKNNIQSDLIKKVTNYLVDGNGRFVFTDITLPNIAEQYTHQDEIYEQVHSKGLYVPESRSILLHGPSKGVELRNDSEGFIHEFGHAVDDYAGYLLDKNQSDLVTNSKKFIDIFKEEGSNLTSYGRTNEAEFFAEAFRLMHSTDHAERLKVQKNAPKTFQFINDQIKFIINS
FadD28 FP inh = M. tuberculosis FadD28 bisubstrate binding inhibition | 360,000 compounds, 0.22% hits | FadD28 bisubstrate probe binding, fluorescence polarization | inhibition, % at 12.5 µM; in the data active = inhibition above about 8.5%, passing the limit was not always enough; inconclusive = no clear call, values can overlap the other calls
BoNT A protease = inhibitors of Botulinum neurotoxin A light chain protease; multiplex microsphere protease substrate cleavage, flow cytometry; inhibition, % at 10 µM; 360,000 compounds, 0.17% hits; note: plate controls were buffer without enzyme for full effect and enzyme alone for no effect
PfHsp40 yeast = restores yeast growth despite PfHsp40 toxicity | S. cerevisiae expressing PfHsp40, growth rescue, ATP luminescence | 340,000 compounds, 0.68% hits | AID 504582 | growth rescue, % at 12.5 µM; in the data active = growth rescue above about 28%, passing the limit was not always enough; inconclusive = no clear call, values can overlap the other calls;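 note: yeast W303a lacking pdr1 and pdr3 grown in galactose medium; growth measured after three days at 30 °C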
Mtb BioA inh = inhibitors of Mycobacterium tuberculosis BioA enzyme; purified M. tuberculosis BioA enzyme, plate reader; inhibition, % at 9.99 µM; 360,000 compounds, 0.096% hits; in the data active = inhibition above about 40%; inconclusive = no clear call, values can overlap the other calls
Mtb FBA inh = inhibits M. tuberculosis FBA enzyme; P9WQA3; purified M. tuberculosis FBA, fluorescence read-out; inhibition, % at 1 µM; 360,000 compounds, 2.3% hits; AID 588726; in the data active = inhibition above about 27%;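 note: 0% = vehicle and 100% = reference inhibitor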
Numbers without * were called inactive; ? = inconclusive; . = no result given; & = joins results of further samples. Cut-off read from the data, not from the text of the source, unless noted: active = inhibition above about 30%; inconclusive = no clear call, values can overlap the other calls; inactive = below that.

SMILES	GDH-TPI inh	Mtb BioA inh	Anthrax LF inh2	BoNT-F LC inh	FadD28 FP inh	BoNT A protease	Mtb UGM inh	Mtb FBA inh	PfHsp40 yeast
O=C(Nc1ccc(F)cc1)Nc1ccc([N+](=O)[O-])cn1	3	.	-3	0	0.5	-0.1	-2.6	3	-0.4
C=CCOc1ccc(C2C(C#N)=C(N)N(N(C)C)C3=C2C(=O)CCC3)cc1 (configuration not stated)	1	-1.4	4	9	-3.8	-0.9	0.6	1	-0.5
COc1cccc(C(=O)Nc2cc(C)on2)c1OC	11	-1.8	-9	3	0.2	-0.3	-0.3	2	-1.0
COC(=O)Cc1ccc(NC(=S)N2CCCC(CO)C2)cc1 (configuration not stated)	-12	-1.3	-2	3	-0.7	-0.8	.	4	-0.5
CC(C)c1nnc(NC(=O)CCC(=O)NC2CC2)s1	-1	-2.6	-1	2	-3.0	0.0	-2.2	0	-0.4
CCc1nc2ccc(C(=O)Nc3cc(-c4ccccc4)ccc3OC)cn2c1N(CC)CCN(C)C	3	-1.5	2	-7	-1.4	-0.8	.	4	.
COc1ccc(-c2nn(CC(=O)N(C)C)c(=O)c3ccccc23)cc1	-6	17	-1	-2	-3.5	0.1	1.6	5	-1.3
COc1ccccc1NC(=O)CSc1nc2ccccc2c(=O)n1C	7	2.6	-5	-4	-1.2	1.6	-0.5	3	1.0
Cc1oc2c(cc(NS(=O)(=O)c3ccc(Cl)cc3)c3ccccc32)c1C(=O)O	3	0.9	-2	5	-5.7	-1.6	-0.1	-2	0.8
O=C(CN(C(=O)c1csnn1)c1cccc(Cl)c1)NC1CCCC1	-5	0.9	6	-6	-0.3	0.4	0.7	2	-0.4
CCCC(=O)Nc1ccc(Nc2ccccc2)cc1	-2	.	-1	-2	-1.0	-1.0	-0.2	-3	-2.3
COc1cccc(C(C(=O)NC2CCCCC2)N(C(=O)CNC(=O)c2ccco2)c2cccnc2)c1 (configuration not stated)	-9	12	-2	-1	-0.4	-0.6	1.4	-2	0.6
CCN(CC(=O)NC(C)C)C(=O)C(CCSC)NC(=O)c1ccccc1OC (configuration not stated)	4	.	0	-2	-0.3	-0.9	-1.4	0	-0.6
CSc1nnc(-c2ccncc2)n1/N=C/c1cn(-c2ccccc2)nc1-c1ccc(Cl)cc1	10	.	.	.	-1.4	.	-1.3	2	-2.6
Cc1c(Cl)cccc1N1C(=O)c2ccccc2C1=O	-1	4.3	-4	-7	0.4	?	-1.9	-1	1.8
C#Cc1ccc(C(=O)NCc2ccc(N3CCCC3=O)cc2)cc1	-7	.	-6	-1	-4.8	0.1	-2.9	-9	-1.3
Cc1cc(F)ccc1NCC(=O)Nc1ccc(Br)cc1C	3	-1.2	-2	-4	-2.0	-0.3	-2.6	0	-1.3
COc1cc(OC)c2c(-c3cccc(-c4sccc4C(C)=O)c3)cc(=O)oc2c1	7	2.4	-1	-10	-4.0	0.2	.	-1	5.6
COc1ccccc1CNC(=O)CCS(=O)(=O)c1ccc(Cl)cc1	2	0.6	0	4	-1.2	1.5	-0.1	0	-0.6
O=C(NCC(c1cccs1)N1CCOCC1)c1cccc([N+](=O)[O-])c1 (configuration not stated)	-3	.	-1	-3	-0.8	0.6	0.2	4	7.2
COc1cc(/C=N/NC(=O)c2cccnc2)ccc1OC(=O)c1ccc([N+](=O)[O-])cc1	1	.	0	3	-2.5	-0.6	-0.2	-3	0.2
COC(=O)c1cc(C)[nH]c2c(C)cc3nc4ccccc4c3c12	0	1.5	-5	?	-4.9	-12	-0.8	8	23
COCc1c(C(=O)Nc2cccc(S(=O)(=O)N3CCCCC3)c2)oc2ccccc12	12	-0.7	-6	-1	-4.8	-0.2	1.8	0	5.2
CSc1ccc(CN(C)C(=O)c2cc(=O)c3ccccc3o2)cc1	7	1.3	-2	-2	-4.7	0.7	-0.3	-4	0.2
S=C(NC1CCCCC1)N1CCc2ccccc2C1	2	0.2	1	1	-5.9	-0.2	0.6	-4	-0.7

One compound at a time, as listed above. Values in the order: GDH-TPI inh | Mtb BioA inh | Anthrax LF inh2 | BoNT-F LC inh | FadD28 FP inh | BoNT A protease | Mtb UGM inh | Mtb FBA inh | PfHsp40 yeast
Shown for `O=C(Nc1ccc(F)cc1)Nc1ccc([N+](=O)[O-])cn1` : 3 | . | -3 | 0 | 0.5 | -0.1 | -2.6 | 3 | -0.4
Shown for `COCc1c(C(=O)Nc2cccc(S(=O)(=O)N3CCCCC3)c2)oc2ccccc12` : 12 | -0.7 | -6 | -1 | -4.8 | -0.2 | 1.8 | 0 | 5.2

The listing continues:
SMILES	GDH-TPI inh	Mtb BioA inh	Anthrax LF inh2	BoNT-F LC inh	FadD28 FP inh	BoNT A protease	Mtb UGM inh	Mtb FBA inh	PfHsp40 yeast
COCCN(C(=O)COC(=O)/C=C/c1ccc2c(c1)OCO2)c1c(N)n(Cc2ccccc2)c(=O)[nH]c1=O	12	-0.8	-4	-1	-1.9	-2.3	-0.7	0	-1.0
CC1CCCN(CC(=O)Nc2ccc(S(=O)(=O)N3CCCCCC3)cc2)C1 (configuration not stated)	6	-0.9	-3	0	-1.9	1.0	0.7	0	-1.0
C[C@@H](CN=[N+]=[N-])CN1CC[C@H](O)CCC1=O	4	-0.9	-2	-4	-1.2	0.0	1.8	-1	-1.1
CCc1ccc(-c2cc(C)no2)cc1S(=O)(=O)N1CCC(C)CC1	7	.	-5	3	-4.9	-1.2	-2.6	-3	-0.6
CCCCNC(=O)CSc1nc2ccsc2c(=O)n1CCCC(=O)NCCc1ccc(S(N)(=O)=O)cc1	0	-0.4	-6	-14	-0.4	-1.6	1.4	1	0.2
CCN(CC)C(=O)Oc1cc(=O)n(C)c2ccccc12	5	12	0	6	-2.6	-0.6	.	0	-1.3
O=C(CSc1nnc(CNC(=O)c2cccs2)o1)Nc1ccc(F)cc1F	3	-4.5	1	0	-0.3	-0.3	1.1	5	0.0
Cc1ccc([N+](=O)[O-])cc1NC(=O)CN(C)CCOc1ccccc1	10	5.9	3	5	-4.3	-1.2	-1.2	-1	0.6
COc1ccc(-c2[nH]ncc2N=Nc2ccccc2)cc1	9	.	-7	-2	-3.5	-0.6	2.5	-3	50*
Cc1cccc(NC(=O)c2ccc([N+](=O)[O-])s2)c1C	5	.	-1	-4	-3.9	-0.5	1.2	-4	1.0
O=C(Nc1ccccc1Cc1ccccc1)c1ccc2c(c1)SC1=NS(=O)(=O)CCN12	8	.	0	-2	-3.0	-0.7	-3.1	3	0.3
CCN1CC=C2C(C1)C(c1ccc(Cl)s1)C(C#N)=C(N)C2(C#N)C#N (configuration not stated)	10	-8.8	-11	-1	-0.4	1.2	-1.0	6	-0.7
COc1ccc(OCC(=O)Nc2ccc3c(c2)nc(CCN2CCCCC2)n3C)cc1	-9	0.9	-2	-8	-3.6	-2.1	2.5	1	0.2
COC(=O)c1ccccc1OCCCCN1CC(C)OC(C)C1 (configuration not stated)	-5	2.4	0	-5	-2.8	-1.1	2.2	-4	0.7
COc1ccc(C(CNC(=O)c2cccc(S(=O)(=O)Nc3ccc(F)cc3)c2)N2CCCCC2)cc1 (configuration not stated)	2	1.0	-9	-11	-2.1	-2.6	.	0	-0.9
COC(=O)c1nnn(-c2ccsc2C(=O)OC)c1C(=O)OC	-6	0.4	-1	-3	-4.0	-0.5	-1.5	-1	-0.8
COCCCNC(=O)/C(C#N)=C/c1c(N2CCN(C)CC2)nc2c(C)cccn2c1=O	1	0.0	-6	-1	0.6	4.4	0.6	92*	-0.7
Cc1nc(SCC(=O)Nc2cc(C)on2)c2c3c(sc2n1)CCCC3	15	-0.9	-1	6	-4.3	0.1	0.4	-3	0.0
CS(=O)(=O)N1N=C(c2cccs2)CC1c1ccc(F)cc1 (configuration not stated)	2	-0.4	-1	-1	-3.6	0.9	-1.2	-2	0.7
Cc1ccccc1NP(=O)(Oc1ccccc1F)Oc1ccccc1F	8	-0.1	-2	0	-1.3	0.5	-0.4	2	-0.3
CN1C(=O)N(c2nnc(C(C)(C)C)s2)C(=O)C1c1ccccc1 (configuration not stated)	-4	-0.3	-1	-5	0.2	-0.1	-0.2	1	-1.0
COc1cc(NC(=O)c2ccccc2OCc2ccccc2)cc(OC)c1OC	6	1.8	-4	-14	-2.7	-3.2	0.5	2	6.6
Cc1ccc(S(=O)(=O)CCC(=O)NCc2ccc(Cl)cc2)cc1	6	.	1	-1	-5.0	0.6	-1.1	1	1.0
O=C(CN1CCN(Cc2ccccc2Cl)CC1)N/N=C/c1ccccn1	-14	.	3	1	-3.7	-0.4	2.7	0	1.2
COc1ccc(-c2nn(-c3ccccc3)cc2/C=C(\CC(=O)O)c2nc3ccccc3s2)cc1OC	11	4.1	-2	-4	-5.2	0.2	0.5	17	-0.8

SMILES	GDH-TPI inh	Mtb BioA inh	Anthrax LF inh2	BoNT-F LC inh	FadD28 FP inh	BoNT A protease	Mtb UGM inh	Mtb FBA inh	PfHsp40 yeast
CC1C(=O)C(C)C(c2ccc(Br)cc2)NC1c1ccc(Br)cc1 (configuration not stated)	1	-1.3	10	-14	-2.7	-1.1	2.5	0	-0.1
Cc1cc(NC(=O)c2ccc(S(=O)(=O)N3CCc4ccccc43)cc2)no1	0	.	-1	4	0.4	0.1	-0.2	-2	-1.0
CC(=O)CC(C)(C)S(=O)(=O)c1ccc(NC(C)=O)cc1	1	0.3	-4	-14	0.0	?	2.8	5	-0.4
CC1(C)CC(=O)C2=C(C1)Nc1ccccc1NC2c1ccc([N+](=O)[O-])cc1 (configuration not stated)	29	.	2	-1	1.0	-0.4	-0.1	-1	-1.8
COc1ccc(NC(=O)CSc2nc3cccnc3n2C)cc1	-1	.	0	-13	0.5	-0.3	4.8	5	0.8
Cc1cccc(N2C(=O)N3[C@H](c4ccc(F)cc4)[C@@H]4C(=O)N(C5CCCCC5)C(=O)[C@@H]4[C@]3(Cc3ccccc3)C2=O)c1	8	-1.1	-1	-3	-0.4	0.2	2.3	1	3.0
O=C(NCCN1CCOCC1)c1ccc2c(c1)N(Cc1ccccc1)CCS2	9	1.4	-4	-7	4.0	-0.9	0.3	118*	-0.7
CCN(CC)C(=O)[C@H]1C[C@H](CC(=O)NCCC2=CCCCC2)C(=O)N2CCc3c([nH]c4ccc(Cl)cc34)[C@]12C	12	-1.4	2	-7	1.9	0.3	.	4	4.3
CN1CCN(c2ccc(S(=O)(=O)N3CCOCC3)cc2NC(=O)C2CCCCC2)CC1	0	-0.9	3	-5	-1.3	-1.7	.	0	-1.6
Cc1sc2ncnc(NCC(O)c3ccccc3)c2c1C (configuration not stated)	1	7.8	0	-1	-4.2	0.2	1.0	0	0.8
Fc1cccc(NC(=S)Nc2ccc(Br)cc2)c1	11	4.7	-4	-2	-3.8	-0.4	2.9	2	0.2
C[C@@H]1CN([C@@H](C)CO)C(=O)c2cc(Br)cnc2O[C@H]1CN(C)C(=O)Nc1ccc2c(c1)OCO2	0	3.4&2.1	-2	1	1.9	0.0	.	3	.
NC(=O)c1ccc(OCC(F)(F)C(F)(F)C(F)(F)C(F)(F)C(F)(F)C(F)F)cc1	-4	-1.1	-3	-18	-1.8	-1.0	-0.8	-6	0.8
CCOc1cccc(-c2c(C(=O)N/N=C/c3ccc(Br)cc3)nnn2-c2nonc2N)c1	5	0.9	3	2	-14	0.7	-3.7	-2	-0.2
C#CCOCCOCCOCCNc1nc(N2CCOCC2)nc(N2CCN(C(=O)[C@H](CCCCN)n3cc(CCC(=O)O)nn3)CC2)n1	1	0.1	-2	0	-3.0	-0.7	.	0	-0.3
CN(C)CCNC(=O)Nc1ccc(Cl)c(Cl)c1	-4	1.5	-1	-1	-2.8	-2.2	2.0	2	-1.0
CCC(C)(C)NC(=O)C(c1ccccn1)N(C(=O)c1csnn1)C1CCCCC1 (configuration not stated)	1	.	-1	-1	-0.6	-0.2	0.2	1	0.3
O=C(CN1CCN(c2ccc(O)cc2)CC1)Nc1cc(S(=O)(=O)N2CCOCC2)ccc1Cl	-6	.	-2	-8	0.8	-1.0	-0.4	2	-0.8
